Bioassay records: PubChem BioAssay, several laboratories
PG9 binder = binders of HIV-1 gp120 antibody PG9, primary screen, biochemical, TR-FRET. TR-FRET gp120-PG9 antibody binding. inhibition, % at 6.7 µM. HIV-1 gp120 / PG9 antibody interaction. 360,000 compounds, 0.43% hits; in the data active = inhibition above about 8.5%
Rev-erbA mod = modulators of Rev-erb alpha DNA binding, primary screen, biochemical, FITC-DNA, fluorescence polarization, uHTS; Rev-erbα–FITC-DNA binding, 90 min; activity, % at 10 µM; 370,000 compounds, 0.79% hits; Nuclear receptor subfamily 1 group D member 1 (Homo sapiens), P20393; AID 1259318, 2017;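 active = activity above about 14%, limit read from the data; passing the limit was not always enough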;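 note: 0% = DMSO wells with 35 nM protein and 100% = DMSO wells with 750 nM protein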
PLCb3 inh = human PLC-beta3 inhibitors, primary screen, biochemical, fluorescence | Purified PLC-beta3, fluorogenic substrate | 1-phosphatidylinositol 4,5-bisphosphate phosphodiesterase beta-3 (Homo sapiens), Q01970 | inhibition, % at 12.2 µM | AID 720704, 2013 | 370,000 compounds, 0.18% hits; in the data active = inhibition above about 11%;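 note: 0% = median of compound wells on plate and 100% = full blocker control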
Target sequence (Q01970 whole entry, looked up): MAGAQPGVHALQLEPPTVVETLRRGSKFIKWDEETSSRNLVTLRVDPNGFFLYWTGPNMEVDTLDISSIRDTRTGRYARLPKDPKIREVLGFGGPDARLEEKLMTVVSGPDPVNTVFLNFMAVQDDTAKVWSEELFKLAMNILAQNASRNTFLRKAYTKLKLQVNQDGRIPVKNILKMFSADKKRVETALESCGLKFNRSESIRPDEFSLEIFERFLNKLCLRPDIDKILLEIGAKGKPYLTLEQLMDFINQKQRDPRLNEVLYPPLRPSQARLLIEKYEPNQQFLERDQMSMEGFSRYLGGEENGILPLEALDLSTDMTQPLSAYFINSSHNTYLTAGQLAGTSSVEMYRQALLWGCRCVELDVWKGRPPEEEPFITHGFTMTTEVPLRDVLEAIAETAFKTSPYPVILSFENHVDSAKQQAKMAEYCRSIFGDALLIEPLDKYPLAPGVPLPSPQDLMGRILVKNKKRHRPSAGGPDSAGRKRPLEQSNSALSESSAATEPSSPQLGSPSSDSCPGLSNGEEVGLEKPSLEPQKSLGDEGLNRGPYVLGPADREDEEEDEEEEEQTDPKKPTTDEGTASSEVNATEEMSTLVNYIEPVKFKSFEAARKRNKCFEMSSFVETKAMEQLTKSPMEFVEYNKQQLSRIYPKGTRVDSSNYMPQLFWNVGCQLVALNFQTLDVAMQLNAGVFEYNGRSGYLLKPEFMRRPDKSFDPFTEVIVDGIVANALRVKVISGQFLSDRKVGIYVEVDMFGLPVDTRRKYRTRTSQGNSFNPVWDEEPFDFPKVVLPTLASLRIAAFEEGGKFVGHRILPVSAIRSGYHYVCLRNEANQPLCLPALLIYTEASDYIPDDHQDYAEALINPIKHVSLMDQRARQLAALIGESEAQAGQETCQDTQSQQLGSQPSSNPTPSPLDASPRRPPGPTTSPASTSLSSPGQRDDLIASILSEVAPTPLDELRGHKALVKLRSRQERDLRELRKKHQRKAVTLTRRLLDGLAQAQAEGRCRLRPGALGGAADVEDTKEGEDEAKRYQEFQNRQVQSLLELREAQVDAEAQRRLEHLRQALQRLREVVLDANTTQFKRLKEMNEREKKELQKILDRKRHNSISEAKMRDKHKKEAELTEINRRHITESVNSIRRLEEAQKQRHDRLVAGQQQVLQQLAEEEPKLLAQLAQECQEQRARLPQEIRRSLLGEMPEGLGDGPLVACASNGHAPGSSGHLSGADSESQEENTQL
DAX1 inh-1 = DAX1 (NR0B1) inhibitors, primary screen, cell-based, HEK293, Gal4-DAX1, luciferase luminescence. HEK293 Gal4-DAX1 luciferase reporter. inhibition, % at 6.75 µM. 340,000 compounds, 0.99% hits. AID 504766, 2011;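 active = inhibition above the mean over all tested compounds plus 3 SD, cut at about 4.2% in these data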;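 note: 0% = DAX1-transfected cells with DMSO and 100% = empty-vector control cells with DMSO; inhibition shows as a rise in luminescence from relieved DAX1 repression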
FXN GAA850 act = FXN promoter activators, primary screen, cell-based, luciferase luminescence, HEK293 lucGAA850. 360,000 compounds, 0.56% hits. activation, % at 6 µM. HEK293 lucGAA850 FXN promoter luciferase reporter, 24 h; percent of 10 µM SAHA response. AID 540364, 2011;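 active = activation above the average of all compounds screened plus 3 SD, cutoff fixed separately per campaign, cut at about 7.5% in these data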;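 note: 0% = DMSO wells and 100% = 10 µM SAHA wells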
DAX1 inh-2 = DAX1 (NR0B1) inhibitors on StAR promoter, primary screen, cell-based, luminescence, SF-1 (NR5A1), full-length DAX-1 | 370,000 compounds, 1.1% hits | HEK293T StAR-luciferase reporter, SF-1/DAX-1 repression relief | AID 652010, 2013 | inhibition, % at 6.8 µM;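 active = inhibition above the mean over all tested compounds plus 3 SD, cut at about 3.6% in these data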;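 note: 0% = DAX-1 cells with DMSO and 100% = cells lacking DAX-1 with DMSO; higher inhibition means more luminescence from relief of DAX-1 repression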
hgDAF-12 ag = H. glycines DAF-12 receptor agonists, primary screen, cell-based, luminescence, HEK293, GAL4 fusion, UAS-luciferase; Nuclear hormone receptor DAF-12 (Heterodera glycines), GAL4 fusion; HEK293 GAL4-hgDAF12 UAS-luciferase reporter, agonist luminescence; normalized to butyrate control; activation, % at 6.8 µM; 370,000 compounds, 1.8% hits;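 active = activation above a cutoff set at the mean of all screened compounds plus 3 SD, cut at about 10% in these data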;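 note: 0% = DMSO wells and 100% = sodium butyrate wells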
SMARCA2 act = SMARCA2 (BRM) function activators, primary screen, cell-based, luminescence, high throughput; MG213 cells, MMTV-luciferase reporter, dexamethasone, overnight; 370,000 compounds, 1% hits; activation, % at 9.1 µM; in the data active = activation above about 7.8%;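 note: 0% = vehicle wells and 100% = reference activator wells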
hcDAF-12 act = H. contortus DAF-12 nuclear receptor activators, primary screen, cell-based, luminescence, HEK293, lit1-tk-luc reporter; AID 652067, 2013; 370,000 compounds, 1.4% hits; HEK293 hcDAF-12 lit1-tk-luc reporter; 0% DMSO, 100% Δ7-dafachronic acid; activation, % at 6.8 µM;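 active = activation above the mean of all tested compounds plus 3 SD, cut at about 5.5% in these data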;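 note: 100% = response to 3 µM Δ7-dafachronic acid high control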
ssDAF12 agonist = S. stercoralis DAF-12 nuclear receptor activators, primary screen, cell-based, luminescence, HEK293, GRIP1 co-expression, lit1-tk-luc; Nuclear hormone receptor DAF-12 (Strongyloides stercoralis); HEK293 ssDAF-12/GRIP1 lit1-tk-luc reporter; % of 3 µM dafachronic acid response; activation, % at 6.8 µM; 370,000 compounds, 1% hits; AID 652126, 2013;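 active = activation above the mean over all tested compounds plus 3 SD, cut at about 0.9% in these data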;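 note: 0% = DMSO-only wells and 100% = 3 µM delta7-dafachronic acid wells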
sPLA2-III inh = human group III sPLA2 inhibitors, primary screen, biochemical, QFRET, BODIPY PC-A2 liposome substrate. Group 3 secretory phospholipase A2 (Homo sapiens), Q9NZ20. QFRET BODIPY PC-A2 liposome hydrolysis, fluorescence. inhibition, % at 12.2 µM. 370,000 compounds, 0.56% hits. AID 743126, 2013;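 active = inhibition above mean plus 3 SD of compounds lying within the high and low control bounds, cut at about 19% in these data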;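 note: 0% = median of test compound wells and 100% = no enzyme DMSO wells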
* hit, by the source's call; i = inactive; / = no result given.

SMILES | PG9 binder | Rev-erbA mod | PLCb3 inh | DAX1 inh-1 | FXN GAA850 act | DAX1 inh-2 | hgDAF-12 ag | SMARCA2 act | hcDAF-12 act | ssDAF12 agonist | sPLA2-III inh
COc1cccc(CNc2nc3cc(C(C)=C(C)C)sc3c(=O)n2C)c1 | 0.5 | -4 | -68 | / | 0.4 | -1.5 | 2.7 | 0 | -0.8 | -1.3 | -8
O=[N+]([O-])c1ccc2c(c1)ncn2-c1ccccc1 | -0.8 | 7 | 9 | 1.3 | 2.9 | 0.1 | -1.0 | -2 | -0.7 | -0.8 | 10
CS(=O)(=O)N(CC(=O)NCc1ccccc1Cl)c1cccc([N+](=O)[O-])c1 | 0.9 | 3 | -4 | -1.2 | 0.8 | 0.0 | -0.2 | -4 | -1.1 | -1.9 | 2
CC(=NCCc1ccccc1)C1=C(O)CSC1=O | -0.6 | -2 | 4 | 0.8 | 1.5 | -0.7 | 1.6 | -1 | -0.6 | -1.1 | 7
Cc1cnc(C(=O)OCC(=O)N2c3ccccc3NC(=O)C2(C)C)cn1 | -1.6 | -3 | 0 | 0.8 | -0.2 | -0.2 | 0.6 | 1 | 1.7 | -1.0 | 0
COc1ccc(CC(=O)N2CCCC2)c(OC)c1 | 1.4 | 8 | -3 | -1.0 | 0.1 | 0.0 | -0.3 | 5 | -1.3 | -1.2 | 3
COc1cccc(OC)c1C(=O)N1CCN(c2c(Cc3ccccc3)c(C)nc3ncnn23)CC1 | 0.4 | -6 | 1 | -0.7 | -4.7 | 0.1 | -2.6 | -2 | -1.2 | -1.5 | 7
Cc1ccc(-c2cc(C(=O)N/N=C/c3c(C)nn(C)c3C)c3ccccc3n2)c(C)c1 | -0.3 | 10 | 0 | -1.1 | 2.8 | -0.3 | 0.0 | -6 | -0.8 | -0.8 | 4
CCc1cc(C(=O)NNC(=S)Nc2ccccc2C)cs1 | -3.3 | 0 | 5 | 1.7 | 7.3 | 3.6* | 12* | 2 | 2.2 | -0.1 | 14
CSCC[C@H](NC(=O)Cc1c(C)c2c(cc(C)c3c(C)coc32)oc1=O)C(=O)O | 0.3 | 5 | i | 0.1 | 0.1 | -0.1 | -1.3 | 0 | -0.5 | -0.7 | -3
Cc1ccc(S(=O)(=O)N2CCN(c3nn(C)c(=O)n(C)c3=O)CC2)cc1C | -0.2 | 6 | -7 | 1.1 | -0.4 | 0.5 | 1.3 | -2 | -0.9 | -1.7 | 8
O=C(NC1CCN(Cc2ccccc2)CC1)c1cccc(S(=O)(=O)Nc2ccc(SC(F)F)cc2)c1 | 0.4 | -3 | -4 | -0.3 | -2.5 | -4.7 | -3.6 | -7 | -1.4 | -1.5 | -60
c1ccc2c(c1)nc(NCc1ccc3c(c1)OCO3)n2CCN1CCOCC1 | -1.3 | -2 | 1 | 0.4 | 0.9 | 0.1 | -2.0 | 1 | -2.0 | -1.7 | -5
CC1CCCC(NC(=O)COC(=O)CCc2ccccc2)C1C (stereo not drawn) | 0.1 | 1 | -2 | 0.2 | 2.1 | -0.9 | 0.8 | 0 | 0.3 | -1.4 | 2
CCNC(=O)COC(=O)COc1ccc(Cl)cc1C | 0.6 | 0 | 0 | -0.4 | 0.5 | 0.1 | -0.2 | -1 | -0.6 | -1.1 | 7
COc1cccc(Nc2nc3ccccc3nc2NS(=O)(=O)c2cccs2)c1 | -0.5 | -1 | -64 | -0.9 | -2.0 | -0.4 | -2.4 | -3 | 0.1 | -2.0 | -31
Cn1nc(C(F)(F)F)c(C(=O)Nc2ccc(F)cc2)c1Cl | -4.7 | 0 | 1 | -0.2 | -0.3 | 0.0 | 0.3 | -2 | -2.4 | -1.8 | -3
CCC(C(=O)NCCN1CCOCC1)n1c2ccccc2c2nc(=O)cc(C)n21 (stereo not drawn) | -1.7 | 2 | -16 | 0.8 | -0.8 | 0.0 | 1.2 | 0 | 1.3 | -1.1 | 0
COc1cc2c(cc1OC)C(c1cccc(Br)c1)NC(=O)C2 (stereo not drawn) | -1.0 | -1 | 1 | -1.0 | 4.0 | 0.0 | -1.0 | 2 | -3.0 | -1.6 | -2
COc1ccc(S(=O)(=O)N2CCc3ccccc32)cc1C(=O)N(CC(C)C)C1CCS(=O)(=O)C1 (stereo not drawn) | 1.9 | -6 | 2 | 1.5 | -1.6 | 0.2 | 0.5 | 1 | -0.6 | -1.3 | -1
O=C(c1ccc(-c2ccccc2)cc1)C1CCCN(C(=O)Cn2cncn2)C1 (stereo not drawn) | 2.6 | -1 | 0 | -1.4 | 4.6 | -0.6 | -4.5 | -6 | -2.4 | -1.9 | 6
CC1=NN(C(N)=S)C(=O)C1N=Nc1c(C)n(C)n(-c2ccccc2)c1=O (stereo not drawn) | -15 | 3 | -5 | -0.5 | -0.1 | 0.2 | -1.9 | 0 | -0.3 | -1.0 | 4
O=C(Nc1ccccn1)c1cccc(S(=O)(=O)N2CCc3ccccc3C2)c1 | 1.3 | -3 | 0 | -0.9 | 0.3 | 0.1 | -0.9 | -1 | -1.2 | -0.6 | -2
COc1cc(/C=C2\SC(=S)N(CCC(=O)Nc3ccccc3O)C2=O)cc(OC)c1OC | -1.2 | 4 | -21 | -0.1 | -0.2 | -0.5 | -1.3 | -2 | -2.1 | -0.5 | -44
COc1cc(C(=O)OCC(=O)Nc2ccc(C(C)=O)cc2)ccc1OCC(=O)N1CCOCC1 | -2.8 | 1 | 8 | 0.0 | 2.1 | -0.6 | 1.8 | -3 | -2.7 | -0.9 | 2

Quoted at random: 5 records from the list.
SMILES | PG9 binder | Rev-erbA mod | PLCb3 inh | DAX1 inh-1 | FXN GAA850 act | DAX1 inh-2 | hgDAF-12 ag | SMARCA2 act | hcDAF-12 act | ssDAF12 agonist | sPLA2-III inh
CCC(C(=O)NCCN1CCOCC1)n1c2ccccc2c2nc(=O)cc(C)n21 (stereo not drawn) | -1.7 | 2 | -16 | 0.8 | -0.8 | 0.0 | 1.2 | 0 | 1.3 | -1.1 | 0
COc1ccc(S(=O)(=O)N2CCc3ccccc32)cc1C(=O)N(CC(C)C)C1CCS(=O)(=O)C1 (stereo not drawn) | 1.9 | -6 | 2 | 1.5 | -1.6 | 0.2 | 0.5 | 1 | -0.6 | -1.3 | -1
Cc1ccc(-c2cc(C(=O)N/N=C/c3c(C)nn(C)c3C)c3ccccc3n2)c(C)c1 | -0.3 | 10 | 0 | -1.1 | 2.8 | -0.3 | 0.0 | -6 | -0.8 | -0.8 | 4
Cn1nc(C(F)(F)F)c(C(=O)Nc2ccc(F)cc2)c1Cl | -4.7 | 0 | 1 | -0.2 | -0.3 | 0.0 | 0.3 | -2 | -2.4 | -1.8 | -3
CCNC(=O)COC(=O)COc1ccc(Cl)cc1C | 0.6 | 0 | 0 | -0.4 | 0.5 | 0.1 | -0.2 | -1 | -0.6 | -1.1 | 7

(cont.)
SMILES | PG9 binder | Rev-erbA mod | PLCb3 inh | DAX1 inh-1 | FXN GAA850 act | DAX1 inh-2 | hgDAF-12 ag | SMARCA2 act | hcDAF-12 act | ssDAF12 agonist | sPLA2-III inh
CCOC(=O)c1c(C)oc2ccc(OCC(N)=O)cc12 | -1.2 | 0 | 11* | -2.1 | 1.0 | 0.5 | 7.1 | -4 | -2.5 | -0.8 | 8
CCOc1ncccc1C(=O)Nc1c(C)n(C)n(-c2ccccc2)c1=O | 1.9 | -2 | 4 | 2.3 | -0.6 | 0.9 | 1.4 | -4 | -1.4 | -0.4 | 12
O=C(COc1cc2oc(=O)c3c(c2cc1Cl)CCC3)N1C[C@H]2C[C@@H](C1)c1cccc(=O)n1C2 | -0.2 | 6 | -5 | 1.5 | 0.8 | -0.2 | -1.5 | 1 | 0.1 | -1.7 | 0
OCCNc1nc(Cl)nc(NCc2ccco2)n1 | -0.4 | -1 | -6 | 1.3 | 0.9 | 0.5 | 5.7 | 1 | -1.4 | -0.9 | -1
COc1cc(Br)c(/C=C/c2ccc3cccc(O)c3n2)cc1OC | -1.1 | 1 | -18 | 0.1 | -1.7 | -0.4 | -0.7 | -1 | -0.9 | -1.2 | -3
O=S(=O)(Cc1ccccc1)N1CCN(Cc2c(F)cccc2Cl)CC1 | 1.2 | -2 | -6 | 1.1 | 0.3 | 0.4 | -0.9 | -2 | -1.6 | -0.3 | 1
Cc1cc2c(cc1C)CSC(c1ccccc1O)SC2 | 0.7 | 0 | 1 | 0.0 | 2.6 | -1.1 | 0.6 | -3 | 1.1 | -1.3 | -16
O=[N+]([O-])c1cccc2cn[nH]c12 | -1.0 | -8 | -7 | 1.0 | 0.8 | 1.3 | -4.0 | -6 | 2.5 | -1.2 | 13
COc1ccc(CN2CCNC(=O)C2CC(=O)N(C)Cc2ccon2)cc1OC (stereo not drawn) | 1.4 | 5 | -4 | 0.9 | -0.1 | -0.1 | 2.2 | -2 | 1.2 | -0.9 | 4
CCCCc1ccc(NC(=O)c2cnccn2)cc1 | 0.8 | 2 | -4 | -1.2 | -1.3 | 8.9* | 12* | 3 | 3.6 | 0.4 | 4
CCOC(=O)N1CCN(C(=O)C2CCCN(c3ncnc4c3nc3n4CCCCC3)C2)CC1 (stereo not drawn) | -1.9 | 0 | -5 | -0.5 | 0.8 | 0.1 | 0.8 | -3 | -0.8 | -1.2 | 8
COc1ccc(NC(=O)CCC(=O)Nc2ccc3nc(N4CCOCC4)cc(C)c3c2)c(OC)c1 | 1.1 | 3 | -40 | 2.2 | 3.5 | 0.3 | 0.0 | 0 | -1.7 | -0.4 | 14
O=C(OCCN1C(=O)c2ccccc2C1=O)c1ccccc1 | -1.2 | -9 | -5 | 1.6 | 1.5 | 0.5 | -1.8 | -1 | 0.1 | -1.8 | 2
O=C(O)c1ccc(S(=O)(=O)NCC2CCCCC2)cc1 | 1.4 | 1 | -5 | 2.4 | -0.5 | 0.1 | 1.1 | -3 | -2.1 | -1.3 | 2
COc1ccc2[nH]c3c(c2c1)CN(C)CC3 | -0.4 | -1 | -1 | 0.1 | -3.0 | -0.1 | 0.5 | -2 | -0.5 | -0.1 | -3
NS(=O)(=O)c1ccc(CCNC(=O)c2ccc3c(=O)n4c(nc3c2)CCCCC4)cc1 | 0.5 | 4 | -8 | -0.7 | -0.1 | -1.2 | 3.2 | 0 | -0.2 | -0.9 | 8
Cc1nn(CC(=O)N2CCN(C)CC2)c(=O)c2c1sc1ccccc12 | -1.9 | -4 | -3 | 2.1 | 0.7 | -0.1 | 0.6 | 3 | 0.3 | -0.9 | 0
